Screening data (PubChem)
PhoP GFP inhibition = PhoP regulon inhibitors, Salmonella typhi PhoP promoter GFP reporter, confirmatory (AID 1850). inhibition, % at 50 µM; hits with a dose series show IC50 in µM. Salmonella Typhi PhoP-promoter GFP reporter, fluorescence, 4 h; higher % means a stronger effect. hit rate 0.33% among 310,000; in the data active means a potency from the dose series; inconclusive means inhibition mostly from about 25% at the one dose, without a potency; inactive means the rest, 99 in 100 with inhibition below about 19%;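 further: 0% = induced wells with vehicle and 100% = uninduced wells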
influenza NS1A = NS1A inhibition, H1N1 influenza, cell based functional assay (AID 504329); NS1A functional cell-based assay, percent inhibition; higher % means a stronger effect; one-dose inhibition, % at 12.5 µM; IC50 in µM for titrated hits; hit rate 0.3% among 340,000; in the data active means a potency from the dose series; inconclusive means inhibition above about 27% without an active follow-up result; further: strong numbers were not always called active
H37Rv inhibition = M. tuberculosis growth inhibition, HTS (AID 449762). M. tuberculosis H37Rv growth inhibition, 7H9 media; higher % means a stronger effect. one-dose inhibition, % at 25 µM; IC50 in µM for titrated hits. hit rate 0.59% among 330,000; in the data active means a potency from the dose series; inconclusive means inhibition above about 70% without an active follow-up result;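 further: bacterial growth assessed after seven days of incubation; strong numbers were not always called active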
M. tuberculosis = growth inhibition of non-replicating M. tuberculosis (AID 488890). hit rate 0.39% among 320,000. Mycobacterium tuberculosis non-replicating, growth inhibition; higher % means a stronger effect. inhibition, % at 25 µM, or IC50 in µM where a hit was titrated; in the data active means a potency from the dose series; inconclusive means inhibition mostly from about 82% at the one dose, without a potency; inactive means the rest, 99 in 100 with inhibition below about 76%;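 further: plate controls were DMSO cells for no effect and high antibiotic wells for full effect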
VEEV TC-83 Vero = inhibitors of VEEV TC-83 cytopathic effect, confirmation, Vero cells (AID 588727). hit rate 0.13% among 350,000. inhibition, % at 20 µM; hits with a dose series show IC50 in µM. Vero cells, VEEV TC-83 cytopathic effect inhibition; higher % means a stronger effect; in the data active means a potency from the dose series; inconclusive means inhibition mostly from about 14% at the one dose, without a potency; inactive means the rest, 99 in 100 with inhibition below about 12%; further: strong numbers were not always called active
VEEV TC-83 Vero 10K pilot screen = recorded beside VEEV TC-83 Vero, whose call it bears; inhibition, %; measured here: 10K pilot screen inhibition
An asterisk follows results filed as active; i = inactive; ? = inconclusive; · = not tested or not shown.

SMILES	PhoP GFP inhibition	influenza NS1A	H37Rv inhibition	M. tuberculosis	VEEV TC-83 Vero	others
COc1ccc(CCN(Cc2ccc(C(C)C)cc2)S(=O)(=O)c2ccc(S(=O)(=O)N(C)C)cc2)cc1OC	-4%	-5%	4%	-7%	1.0%
O=C(Nc1ccccc1)C(=O)Nc1cccnc1	0%	10%	-2%	-6%	4.0%
O=C(O)CC12CSc3[nH]c(=O)sc3C1c1ccccc1OC2=O (centres undefined)	2%	·	-5%	1%	·
C(=C\c1ccccc1)/CN1CCN(Cc2nc(Cc3ccccc3)no2)CC1	-4%	6%	7%	4%	0.6%
COC(=O)c1c(C)cc(C)c2c1CC(C)(C)C2=O	1%	5%	-1%	-8%	1.6%
COc1nc(C)nc(C)c1Oc1ccc(Cl)cc1Cl	1%	·	-3%	-8%	1.3%
Cc1csc(NC(=O)CSc2ccc3nnc(-c4ccncc4)n3n2)n1	-2%	-2%	-2%	-9%	i
CCOC(=O)CC(NS(=O)(=O)Cc1ccccc1)c1ccc(C)cc1 (centres undefined)	-5%	-2%	9%	101%	i
O=C(O)CCn1c(C(=O)O)cc2sccc21	-8%	-4%	-4%	-17%	i
Cc1cc(C)n(-c2ccc(S(N)(=O)=O)cc2[N+](=O)[O-])n1	-1%	-1%	-4%	-3%	0.3%
Cc1ccc(NC(=O)C2C3CC4OC(=O)C2C4C3)cc1Cl (centres undefined)	-7%	-1%	-3%	-2%	2.2%
COc1ccc2[nH]cc(CCN3C(=O)c4ccc(C(=O)O)cc4C3=O)c2c1	7%	-15%	-1%	-22%	1.5%
O=S(=O)(Nc1ccc2cn[nH]c2c1)c1ccc(Cl)cc1	-17%	12%	11%	30%	1.8%
COc1cccc(/C=N/n2cnc3ccccc32)c1OC	-4%	-6%	4%	24%	i
C/C(CC(=O)Nc1ccc2c(c1)OCCO2)=N\NC(=O)COc1cccc(C)c1	2%	1%	10%	-5%	0.7%
CCn1c(-c2ccccc2)c[nH]c1=S	5%	5%	-5%	9%	2.1%
O=Cc1ccc(Oc2nc(Cl)ncc2F)cc1	-1%	-2%	1%	77%	1.1%
O=C(Nc1ccc(F)cc1)c1cc(S(=O)(=O)Nc2ccc(F)cc2)cs1	-5%	-16%	-8%	3%	1.3%
CC(CCc1ccccc1)NC(=O)c1ccc(Cl)nc1 (centres undefined)	-18%	1%	-4%	76%	2.8%
COc1ccc2c(c1)O[C@H](c1ccc3c(c1)OCO3)[C@@H](OC(=O)N[C@H](C)C1CCCCC1)C2=O	1%	·	24%	4%	·
CC1CCC2C(=O)N(c3ccc(NC4CCCCC4)c([N+](=O)[O-])c3)C(=O)C2C1 (centres undefined)	4%	5%	9%	55%	0.8%
CC(Oc1ccc(Cl)cc1)C(=O)Nc1ccc(S(=O)(=O)Nc2nccs2)cc1 (centres undefined)	-7%	-2%	-3%	24%	5.2%
COc1ccc(Cc2nc3ccc(C(=O)N(C)CCO)cc3o2)cc1	5%	-24%	2%	-8%	1.7%
CN(CC(=O)Nc1ccccc1Cl)C(=O)CCNC(=O)Nc1ccccc1	·	-9%	1%	11%	3.2%
CCOC(=O)CN(C(=O)CSc1nnc(COc2ccc(OC)cc2)n1C)c1ccccc1	-6%	0%	-6%	14%	i
CC1CN=C(c2cccn2Cc2ccc(F)cc2Cl)O1 (centres undefined)	-1%	2%	4%	9%	11%
CCN1CCCC1Cn1cnc2c([nH]c3cc(OC)ccc32)c1=O (centres undefined)	8%	-18%	0%	2%	1.0%
Cc1cccnc1NC(=O)c1ccc2nc(N)sc2c1	-6%	-5%	-1%	-2%	0.8%
COc1ccc(Cl)cc1S(=O)(=O)N1CCCc2ccccc21	-1%	-23%	5%	12%	1.0%
Cc1csc2nc(=O)c3ccccc3n12	·	4%	·	·	1.4%
CCC1CCCCN1C(=S)NC(=O)c1cc(Br)ccc1Cl (centres undefined)	·	-8%	46%	·	0.5%
Cc1cc(C)n(-c2cccc(CN(C)Cc3nc(-c4cnccn4)no3)c2)n1	-9%	1%	-3%	-8%	0.1%
O=C(C1CCN(S(=O)(=O)c2ccc(-n3cnnn3)cc2)CC1)N1CCN(c2ccccc2)CC1	1%	-3%	-11%	6%	i
COc1ccc(C(CC(=O)Nc2cc(OC)cc(OC)c2)n2cccc2)cc1 (centres undefined)	3%	4%	68%	5%	i
O=C(c1cc(-c2ccccc2)nc2ccccc12)N1CCCC1	12%	-2%	4%	-10%	3.2%
CCC(=O)N(CCc1ccccc1)Cc1cc2ccc(OC)cc2[nH]c1=O	-4%	20%	4%	11%	4.5%
CC[C@@H](CO)NC(=O)[C@@H]1C=C2c3cccc4[nH]cc(c34)C[C@H]2N(C)C1	·	10%	·	·	i
Cc1cccc(N/C(N)=N/c2nc(C(F)(F)F)cc(=O)[nH]2)c1C	-4%	26%	0%	-3%	0.5%
CCOc1cc(NC(=S)Nc2ccccc2)c(OCC)cc1NC(=O)c1ccc(OC)cc1	8%	0%	-17%	59%	4.2%
Cc1cc(Cl)ccc1OCCCC(=O)NN	-22%	1%	13%	3%	1.1%
CC(=O)c1cccc(Nc2c([N+](=O)[O-])c(=O)oc3ccccc23)c1	3%	-5%	5%	6%	i
CCN(CC)S(=O)(=O)c1ccc(C(=O)NN(C)C2=NS(=O)(=O)c3ccccc32)cc1	0%	18%	-2%	1%	1.5%
O=C(CCc1ccccc1)N=C1SC2CS(=O)(=O)CC2N1Cc1ccc(F)cc1 (centres undefined)	-20%	1%	0%	7%	5.7%
Cn1nc(C(F)(F)F)c2cc(NC(=O)OCc3ccc(C(C)(C)C)cc3)sc21	·	7%	·	·	i
CCOC(=O)C(C)Oc1ccsc1C(=O)OC (centres undefined)	-1%	·	-3%	·	·

15 compounds from above, arranged by molecular weight, largest number first:
SMILES	PhoP GFP inhibition	influenza NS1A	H37Rv inhibition	M. tuberculosis	VEEV TC-83 Vero	others
O=C(C1CCN(S(=O)(=O)c2ccc(-n3cnnn3)cc2)CC1)N1CCN(c2ccccc2)CC1	1%	-3%	-11%	6%	i
CCOc1cc(NC(=S)Nc2ccccc2)c(OCC)cc1NC(=O)c1ccc(OC)cc1	8%	0%	-17%	59%	4.2%
CCN(CC)S(=O)(=O)c1ccc(C(=O)NN(C)C2=NS(=O)(=O)c3ccccc32)cc1	0%	18%	-2%	1%	1.5%
O=C(CCc1ccccc1)N=C1SC2CS(=O)(=O)CC2N1Cc1ccc(F)cc1 (centres undefined)	-20%	1%	0%	7%	5.7%
Cn1nc(C(F)(F)F)c2cc(NC(=O)OCc3ccc(C(C)(C)C)cc3)sc21	·	7%	·	·	i
COc1ccc(C(CC(=O)Nc2cc(OC)cc(OC)c2)n2cccc2)cc1 (centres undefined)	3%	4%	68%	5%	i
Cc1cc(C)n(-c2cccc(CN(C)Cc3nc(-c4cnccn4)no3)c2)n1	-9%	1%	-3%	-8%	0.1%
CCC(=O)N(CCc1ccccc1)Cc1cc2ccc(OC)cc2[nH]c1=O	-4%	20%	4%	11%	4.5%
CC[C@@H](CO)NC(=O)[C@@H]1C=C2c3cccc4[nH]cc(c34)C[C@H]2N(C)C1	·	10%	·	·	i
COc1ccc(Cl)cc1S(=O)(=O)N1CCCc2ccccc21	-1%	-23%	5%	12%	1.0%
O=C(c1cc(-c2ccccc2)nc2ccccc12)N1CCCC1	12%	-2%	4%	-10%	3.2%
Cc1cccnc1NC(=O)c1ccc2nc(N)sc2c1	-6%	-5%	-1%	-2%	0.8%
CCOC(=O)C(C)Oc1ccsc1C(=O)OC (centres undefined)	-1%	·	-3%	·	·
Cc1cc(Cl)ccc1OCCCC(=O)NN	-22%	1%	13%	3%	1.1%
Cc1csc2nc(=O)c3ccccc3n12	·	4%	·	·	1.4%

(more compounds)
SMILES	PhoP GFP inhibition	influenza NS1A	H37Rv inhibition	M. tuberculosis	VEEV TC-83 Vero	others
CCOC(=O)N1CCN(C(=O)c2ccccc2SCC(=O)NCC2CCCCC2)CC1	-5%	-5%	0%	12%	3.0%
Cc1cccn2c(=O)c3cc(C#N)c(=NC(=O)c4cccs4)n(CCCOC(C)C)c3nc12	-3%	-3%	-1%	54%	7.2%
O=C(CNS(=O)(=O)c1ccc(C(=O)N2CCCCC2)cc1)N1CCCCC1	3%	5%	-4%	-22%	0.1%
CCCCCN1C2=NCCN2c2ccccc21	3%	3%	-5%	-6%	0.3%
CCN(CC)S(=O)(=O)c1ccc2nnn(OCC(=O)Nc3cccc(C#N)c3)c2c1	10%	3%	-2%	22%	1.2%
O=C(NCC(c1ccco1)N1CCCCC1)c1ccc(COc2ccccc2)cc1 (centres undefined)	-1%	1%	60%	27%	4.8%
CCOCCCn1c(=S)[nH]c2cc(C(=O)NCCc3ccccc3)ccc2c1=O	2%	-2%	7%	-7%	1.3%
CCNC(=S)N1CCN(c2nc(CC)nc3sc4c(c23)CCCC4)CC1	-2%	-12%	57%	42%	1.4%
CC(=O)Nc1sc(N/N=C\c2ccccc2)nc1-c1cccs1	-12%	11%	2%	60%	0.7%
C=CCn1c(O)c(C(C)=Nc2ccc(N(CC)CC)cc2)c(=O)[nH]c1=O	-1%	-10%	14%	27%	i
CN(CC(=O)Nc1c(Cl)cccc1Cl)C(=O)Cc1ccsc1	·	-1%	-1%	20%	0.9%
CCCn1c(O)c(/C=C2\C=NN=C2c2ccccc2)sc1=S	7%	-1%	58%	18%	i
COc1cc2c(cc1OC)CN(C(=O)CN1C(=O)c3ccc([N+](=O)[O-])cc3C1=O)CC2	7%	-4%	-3%	-11%	0.1%
CC(C)(C)NCC(O)Cn1cc(C=O)c2ccccc21 (centres undefined)	8%	-26%	5%	-9%	1.2%
NC(=O)c1ccc2c(=O)n3c(-c4cc(Cl)c(N)c(Cl)c4)csc3nc2c1	-14%	-8%	0%	0%	7.1%
Cc1ccc(OCCNC(=O)c2cc(-n3cnnc3)ccc2Cl)cc1C	2%	-29%	-2%	10%	0.5%
COc1ccc(C(O)c2coc3ccc(O)c(CN(C)C)c23)cc1 (centres undefined)	4%	6%	4%	14%	i
CCC(=O)Nc1ccc(C(=O)OCc2ccc(Cl)c(Cl)c2)cc1	-3%	-2%	8%	27%	1.9%
CCc1nc2ccccc2n(CC)c1=O	6%	-5%	-4%	8%	1.0%	VEEV TC-83 Vero 10K pilot screen=0.4
N#CC1=C(N)c2ccccc2CC12CCCCC2	-18%	2%	45%	22%	0.2%
O=c1c2ccccc2[se]n1-c1ccccc1	-1%	34%	-1%	?	1.6%
NC(=O)c1sc2nc3c(cc2c1N)CCC3	-2%	-11%	-1%	-8%	4.8%
COc1ccc(NC(=O)c2ccc(COc3ccccc3Br)o2)cc1OC	6%	12%	56%	26%	7.0%
C=CCn1c(SCc2nc3ccccc3c(=O)[nH]2)nnc1-c1cc2cc(Cl)ccc2o1	-19%	5%	4%	-6%	1.1%
COc1ccccc1CNCC(=O)N1CC(=O)Nc2ccccc21	-1%	-12%	4%	1%	1.1%
Cc1onc(-c2ccccc2)c1C(=O)OCC(=O)N(C)c1c(N)n(Cc2ccccc2)c(=O)[nH]c1=O	7%	0%	-5%	26%	3.7%
Cc1ccc(CC(=O)NCCC(=O)O)cc1	8%	0%	-2%	0%	0.8%
CC(=O)Nc1ccc(N(C(=O)CNC(=O)c2ccco2)C(C(=O)NC2CCCC2)c2ccco2)cc1 (centres undefined)	13%	7%	-5%	-10%	0.1%
O=C(CNC(=O)c1ccccc1)NCC1COc2ccccc2O1 (centres undefined)	-24%	-17%	2%	10%	3.6%
CCN(CC)CCN(Cc1cc2ccc(C)cc2[nH]c1=O)C(=O)Nc1ccc(Cl)cc1	-6%	-11%	67%	21%	26%
O=C(NCC1(N2CCOCC2)CCCCC1)c1ccc(S(=O)(=O)Nc2ccccc2F)cc1	3%	10%	3%	8%	2.4%
O=C1CCCC(=O)C1=C1SCCCS1	3%	-1%	5%	7%	0.5%
COc1cccc(NC(=O)CN2CCN(CC(=O)Nc3ccc(F)cc3)CC2)c1	1%	-3%	2%	24%	0.2%
Cc1ccc(C(=O)OCC(=O)N2CC(C)OC(C)C2)cc1 (centres undefined)	7%	-7%	8%	7%	1.9%
C/C(=N/OC(=O)c1c(-c2ccccc2Cl)noc1C)c1cnccn1	-9%	-3%	4%	-5%	0.9%
CCN(CC(=O)NCc1ccc(F)cc1)C(=O)c1cc2ccccc2o1	-4%	-10%	2%	0%	1.0%
